BL2 CD40 inh: CD40 pathway inhibition in BL2 cells; BL2 NF-kB luciferase reporter, CD40L-induced, 4 h; AID 1053188; inhibition, % at 10 µM; hit rate 0.94% among 83,000;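 active means mean inhibition of at least 50% with a set share of replicates also reaching that level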;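 further: 0% = neutral control wells and 100% = IKK inhibitor VII at 50 µM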
Starred values were filed as active, the others as inactive; & = joins results of further samples; [ ] = another dose, or the depositor's remark. The list is partial, so the mix of outcomes need not match the whole.

Screening C/C=C/c1ccc([C@H]2[C@@H](CO)N(C(=O)Cc3cccnc3)[C@@H]2CNC(C)=O)cc1 returned BL2 CD40 inh 3.
For CN1c2ccc(Br)cc2[C@@H]2[C@@H](CCN2C(=O)Cc2ccccc2)[C@@H]1CO the results were BL2 CD40 inh -3[25 µM].
O=C(O)Cc1ccc2oc(-c3cccnc3)nc2c1 was read as BL2 CD40 inh -21.
`O=C(Nc1ccc2c(c1)OCO2)c1ccc(COc2ccc3c(c2)CCC3)o1` gave BL2 CD40 inh -47.
For O=c1[nH]c(Nc2ccc(F)cc2)cc2ccccc12 the results were BL2 CD40 inh -2.
`Cc1onc(-c2c(F)cccc2Cl)c1C(=O)OCc1cnc(Cl)s1` gave BL2 CD40 inh -4.
For C[C@H]1CN([C@@H](C)CO)C(=O)c2cc(NC(=O)Cc3cn(C)c4ccccc34)ccc2O[C@H]1CN(C)Cc1ccc(Oc2ccccc2)cc1 the results were BL2 CD40 inh 7.
O=C(CCCCC(=O)Sc1ccccc1)Sc1ccccc1 was read as BL2 CD40 inh -5.
Screening CC(C)(C)C1c2[nH]c3ccccc3c2CCN1CCCn1cccn1 (stereo unspecified) returned BL2 CD40 inh 3.
Screening O=C(Cc1ccccc1)N1CC[C@@H]2[C@H](CO)Nc3ccc(C#Cc4cccc(F)c4)cc3[C@@H]21 returned BL2 CD40 inh 6[25 µM].
`COC(=O)c1ccc(/C=N/OCC(=O)Nc2cc(F)ccc2F)cc1` gave BL2 CD40 inh 2.
Screening COc1ccc(-c2ccc3c(c2)[C@H]2[C@H](CCN2S(=O)(=O)c2ccc(OC)cc2)[C@@H](CO)N3C)cc1 returned BL2 CD40 inh 11[25 µM].
Screening O=C(c1cc(-c2ccco2)on1)N1CCOCC1 returned BL2 CD40 inh -23.
CCCCNC(=O)NC(C(=O)OC)C12CC3CC(CC(C3)C1)C2 (stereo unspecified) was read as BL2 CD40 inh 9.
Screening COc1cc(/C=C2\SC(=S)N(NC(C)=O)C2=O)ccc1OC(=O)c1ccco1 returned BL2 CD40 inh -22.
For O=C(OCc1cccc(C(F)(F)F)c1)c1cc([N+](=O)[O-])ccc1N1CCOCC1 the results were BL2 CD40 inh 32.
O=S(=O)(O)c1cc2onnc2c2ccccc12 was read as BL2 CD40 inh -10.
`Cc1ccc(SCC(=O)Nc2nnc(-c3ccco3)o2)cc1` gave BL2 CD40 inh -4.
CCOc1cc(C(=O)OCc2cccc(OC)c2OC)ccc1OCC(=O)N1CCOCC1 was read as BL2 CD40 inh -5.
For CCOCCCNC(=O)Cn1cc2c(n1)CCCCC2 the results were BL2 CD40 inh 4.
Cc1ccc(S(=O)(=O)N(C)C)cc1NC(=O)COc1cccc(-n2cnnn2)c1 was read as BL2 CD40 inh 2.
For Cc1cc(NC(=O)C(C)SCC(=O)OCc2ccc([N+](=O)[O-])cc2)no1 (stereo unspecified) the results were BL2 CD40 inh 3.
For CC1CCN(c2ccccc2NC(=O)c2ccc(N3CCOCC3)c([N+](=O)[O-])c2)CC1 the results were BL2 CD40 inh 9.
For CCN(CC)c1ccc(/C=N/N2CCN(Cc3ccccc3)CC2)cc1 the results were BL2 CD40 inh 1.
For O=C(COc1ccccc1)N1CCN(C(=O)c2cccs2)CC1 the results were BL2 CD40 inh 5.
`CCCN1CCc2c(sc(NC(=S)NC(=O)c3ccccc3)c2C#N)C1` gave BL2 CD40 inh -74.
For O=C(CN1C(=O)COc2ccccc21)NCCCN1CCN(c2ccccc2F)CC1 the results were BL2 CD40 inh 5.
Screening COc1ccc(CNC(=O)C[C@@H]2CC[C@H](NC(=O)c3ccc4c(c3)OCO4)[C@@H](CO)O2)cc1 returned BL2 CD40 inh -7.
CCc1ccccc1NC(=O)CCC(=O)N1CCN(C(C)=O)CC1 was read as BL2 CD40 inh 5.
CCc1ccc(CCC(=O)Nc2ccc(C)c(C)c2)o1 was read as BL2 CD40 inh -61.
Screening COCC(=O)N1[C@H](CO)[C@@H](c2ccccc2-c2ccc(C)cc2)[C@@H]1C#N returned BL2 CD40 inh -8[25 µM].
`CC(Oc1ccc(F)cc1)C(=O)Nc1cc(Cl)ccc1-n1cncn1` (stereo unspecified) gave BL2 CD40 inh 2.
`C[C@H](O)C#Cc1ccc([C@H]2[C@@H](CO)N3CCCCN(C(=O)c4ccc5c(c4)OCO5)C[C@H]23)cc1` gave BL2 CD40 inh 1[25 µM].
Screening C/C=C(\C)c1nnc(NC(=O)OCC)s1 returned BL2 CD40 inh -27.
CC(C)(C)C(=O)Nc1ncc(C(F)(F)F)cc1Cl was read as BL2 CD40 inh 16.
For CC12CCC3c4ccc(O)c([N+](=O)[O-])c4CCC3C1CCC2=O (stereo unspecified) the results were BL2 CD40 inh 5.
O=C(C[C@H]1C[C@H]2c3cc(NS(=O)(=O)c4ccc(F)cc4)ccc3O[C@H]2[C@@H](CO)O1)NCc1cccnc1 was read as BL2 CD40 inh -8[25 µM].
For CCc1ccc(OCC(O)CN2CCN(c3ccccc3)CC2)cc1 (stereo unspecified) the results were BL2 CD40 inh 3.
`CC(=O)c1cc(-c2ccccc2)n(CCC(=O)NC2CCCCCCC2)c1C` gave BL2 CD40 inh 2.
`O=C(CN1C(=O)c2ccccc2S1(=O)=O)Nc1ccc(S(=O)(=O)Nc2ncccn2)cc1` gave BL2 CD40 inh -16.
For O=[N+]([O-])c1ccc(C2CN=C(Nc3ccccc3)S2)cc1 (stereo unspecified) the results were BL2 CD40 inh -33.
O=C(c1cc(COc2c(F)cccc2F)on1)N1CCc2ccccc2C1 was read as BL2 CD40 inh -2.
CCOc1ccc(CC(=O)OCn2nnc3ccccc3c2=O)cc1 was read as BL2 CD40 inh -5.
`CS(=O)(=O)NNC(=O)c1sccc1OCc1ncc(C(F)(F)F)cc1Cl` gave BL2 CD40 inh 11.
O=C(C/C=N/OCc1c(Cl)cccc1Cl)c1ccccc1 was read as BL2 CD40 inh -6.
Cc1nnc(-n2cnc3ccccc32)c2ccccc12 was read as BL2 CD40 inh 0.
For O=C(CCCN1C(=O)/C(=C\c2cccc(Br)c2)SC1=S)Nc1ccc(C(=O)O)cc1 the results were BL2 CD40 inh -19.
`O=C(OCc1csc(-c2ccccc2)n1)c1cccs1` gave BL2 CD40 inh 4.
Screening COc1ccc(Nc2cc(C)nc(-n3nc(C)cc3C)n2)cc1 returned BL2 CD40 inh -36.
`CCC(C)C(=O)Nc1nnc(SCC(=O)Nc2ccc(F)cc2)s1` (stereo unspecified) gave BL2 CD40 inh 3.
`Cc1nc(CNS(=O)(=O)c2ccc(F)cc2)cs1` gave BL2 CD40 inh 22.
`O=C1N(Cc2cccnc2)C[C@@H]2C[C@@H](c3cccc(C(F)(F)F)c3)N3CCC[C@@]123` gave BL2 CD40 inh 29.
`Cc1cccc(NC(=O)C2CC(=O)N(Cc3ccccc3)C2)n1` (stereo unspecified) gave BL2 CD40 inh 20.
`COc1cccc(CN2[C@@H]3CNC[C@H]2C3c2ccc(-c3cccc(C#N)c3)cc2)c1` (stereo partly specified) gave BL2 CD40 inh -7&-13.
Screening O=C(NCc1ccc(F)cc1)Nc1cccc([N+](=O)[O-])c1 returned BL2 CD40 inh -45.
`CC(C)NC(=O)N1CCCCN2[C@H](C1)[C@H](c1ccc(C#C[C@H](C)O)cc1)[C@@H]2CO` gave BL2 CD40 inh 10[25 µM].
CC(C)n1cc(CN2CCCC(CNS(=O)(=O)c3cccc4cccnc34)C2)cn1 (stereo unspecified) was read as BL2 CD40 inh 9.
`CCOc1cc(/C=N/Nc2ccc(S(=O)(=O)Nc3ccccc3C(=O)O)cc2[N+](=O)[O-])cc(Cl)c1O` gave BL2 CD40 inh 6.
Screening C[C@H]1COCc2cnnn2CC[C@H](Cc2ccccc2)C(=O)N1 returned BL2 CD40 inh 4[25 µM].
Screening CCCNC(=O)N1C[C@@H]2[C@H](c3ccccc31)[C@@H](CO)N2C(=O)Cc1ccccn1 returned BL2 CD40 inh 1[25 µM].
Cc1cc(Cl)ccc1OC(C)C(=O)Nc1cccc(S(=O)(=O)N2CCOCC2)c1 (stereo unspecified) was read as BL2 CD40 inh 3.
For CCCCC(=O)N(C)c1c(C)nc2ccc(C(=O)N(CC)CCN(C)C)cn12 the results were BL2 CD40 inh 13.
For Nc1nc(CSc2ncn(-c3ccccc3)n2)cs1 the results were BL2 CD40 inh -43.
For O=C(CCCSc1nnnn1-c1cccc2ccccc12)c1ccc(F)cc1 the results were BL2 CD40 inh 15.
For CC(=O)c1c(O)cc(O)c(C(C)=O)c1O the results were BL2 CD40 inh 10.
O=C(OCCNC(=O)c1ccc2ccccc2n1)c1ccc(F)cc1 was read as BL2 CD40 inh 15.
Cc1cc(C)c2c(CC(=O)N(CCC#N)Cc3cccnc3)coc2c1 was read as BL2 CD40 inh 0.
COCCn1c(=NC(=O)C(C)(C)C)sc2cc([N+](=O)[O-])ccc21 was read as BL2 CD40 inh -13.
Screening CCOc1ccc2nc(NCCO)[nH]c2c1 returned BL2 CD40 inh -4.
Screening C[C@@H]1CCCCO[C@H](CN(C)S(=O)(=O)c2ccccc2)[C@H](C)CN([C@@H](C)CO)C(=O)c2cc(NC(=O)Nc3ccc4c(c3)OCO4)ccc2O1 returned BL2 CD40 inh 22[25 µM].
Screening Cc1ccc(NC(=O)CNS(=O)(=O)c2ccc(F)cc2)cc1C returned BL2 CD40 inh 1.
`CN1CCCCN2[C@H](CO)[C@@H](c3ccc(C#CC4(O)CCCC4)cc3)[C@@H]2C1` gave BL2 CD40 inh -7[25 µM].
Screening CC(C)(C)C(=O)N1CCC(O)(CS(=O)(=O)Cc2ccccc2)CC1 returned BL2 CD40 inh 4.
Screening COc1ccc(OC)c(S(=O)(=O)Nc2cc3c4c(c2)C(C)C(=O)N4CCC3)c1 (stereo unspecified) returned BL2 CD40 inh 14.
`CCCN(c1ccc(OCC)cc1)S(=O)(=O)c1ccc2c(c1)CCN2C(=O)CCC(=O)O` gave BL2 CD40 inh 12.
For CCC(=O)c1ccc(OCC(=O)OCC(=O)N(C)CC(=O)Nc2ccc(F)cc2)cc1 the results were BL2 CD40 inh 3.
For CN(C)C(=O)c1cccc(-c2ccc3c(c2)[C@@H]2[C@@H](CCN2C(=O)c2cnccn2)[C@H](CO)N3)c1 the results were BL2 CD40 inh 7[25 µM].
For CC(C)(C)n1cnc(C(N)=O)c1N the results were BL2 CD40 inh 8.
Screening COC(=O)c1cc(COC(=O)c2nc3nc(C)cc(C)n3n2)oc1C returned BL2 CD40 inh 0.
`COc1ccc(CCC(=O)Nc2cnc3ccccc3c2)cc1` gave BL2 CD40 inh -67.
For c1ccc(Cn2nnc3c(NCc4ccc5c(c4)OCO5)ncnc32)cc1 the results were BL2 CD40 inh 6.
Screening CCCNS(=O)(=O)/C=C/c1ccccc1 returned BL2 CD40 inh 10.
Cn1c(=O)c(-c2ccccc2)c(O)c2ccccc21 was read as BL2 CD40 inh 7.
`O=C(NN1C(=O)c2ccccc2NC1c1ccco1)c1ccc(Br)cc1` (stereo unspecified) gave BL2 CD40 inh -9.

13 compounds from above, sorted by heavy-atom count, lowest first:
For CC(C)(C)n1cnc(C(N)=O)c1N the results were BL2 CD40 inh 8.
Screening CCCNS(=O)(=O)/C=C/c1ccccc1 returned BL2 CD40 inh 10.
Screening CCOc1ccc2nc(NCCO)[nH]c2c1 returned BL2 CD40 inh -4.
Cn1c(=O)c(-c2ccccc2)c(O)c2ccccc21 was read as BL2 CD40 inh 7.
Screening Cc1ccc(NC(=O)CNS(=O)(=O)c2ccc(F)cc2)cc1C returned BL2 CD40 inh 1.
Screening CC(C)(C)C(=O)N1CCC(O)(CS(=O)(=O)Cc2ccccc2)CC1 returned BL2 CD40 inh 4.
Screening COC(=O)c1cc(COC(=O)c2nc3nc(C)cc(C)n3n2)oc1C returned BL2 CD40 inh 0.
`O=C(NN1C(=O)c2ccccc2NC1c1ccco1)c1ccc(Br)cc1` (stereo unspecified) gave BL2 CD40 inh -9.
For c1ccc(Cn2nnc3c(NCc4ccc5c(c4)OCO5)ncnc32)cc1 the results were BL2 CD40 inh 6.
Screening COc1ccc(OC)c(S(=O)(=O)Nc2cc3c4c(c2)C(C)C(=O)N4CCC3)c1 (stereo unspecified) returned BL2 CD40 inh 14.
For CCC(=O)c1ccc(OCC(=O)OCC(=O)N(C)CC(=O)Nc2ccc(F)cc2)cc1 the results were BL2 CD40 inh 3.
For CN(C)C(=O)c1cccc(-c2ccc3c(c2)[C@@H]2[C@@H](CCN2C(=O)c2cnccn2)[C@H](CO)N3)c1 the results were BL2 CD40 inh 7[25 µM].
Screening C[C@@H]1CCCCO[C@H](CN(C)S(=O)(=O)c2ccccc2)[C@H](C)CN([C@@H](C)CO)C(=O)c2cc(NC(=O)Nc3ccc4c(c3)OCO4)ccc2O1 returned BL2 CD40 inh 22[25 µM].

The list goes on:
`CN(C(=O)CSc1nc2ccccc2c(=O)n1C)C1CCS(=O)(=O)C1` (stereo unspecified) gave BL2 CD40 inh 1.
For CC(C)NC(=O)Nc1ccc2c(c1)C(=O)N([C@H](C)CO)C[C@@H](C)[C@@H](CN(C)C(=O)Nc1ccccc1)OCCCC[C@@H](C)O2 the results were BL2 CD40 inh -5.
`CCN(CC)CCCNS(=O)(=O)c1ccc(OC)cc1` gave BL2 CD40 inh 3.
Screening CC(=O)N1CCN(C(=O)C(Cc2ccccc2)NC(=O)c2ccccc2)CC1 (stereo unspecified) returned BL2 CD40 inh 2.
For CCCNC(=O)N1[C@@H](C#N)[C@H](c2ccc(-c3ccccc3F)cc2)[C@@H]1CO the results were BL2 CD40 inh 10[25 µM].
Screening N#CC1=C(N)Oc2n[nH]c(-c3ccncc3)c2C1c1ccsc1 (stereo unspecified) returned BL2 CD40 inh 9.
`N=c1n(CCN2CCCCC2)c2ccccc2n1CC(=O)c1cccs1` gave BL2 CD40 inh 14.
`CC=Cc1ccc2n(c1=O)C[C@@H]1N[C@H]2[C@H](C(=O)NC2CCCCC2)[C@H]1CO` (mixture of isomers) gave BL2 CD40 inh -2.
`Cc1ccc(S(=O)(=O)N2CCN(C(=O)COC(=O)c3c(C)cc(C)cc3C)CC2)c(C)c1` gave BL2 CD40 inh 7.
Screening CCc1cc(C(=O)OCC(=O)N2CCC(c3ccccc3)=N2)sc1C returned BL2 CD40 inh 4.
For O=C(C[C@@H]1C[C@H]2c3cc(NC(=O)C4CCOCC4)ccc3O[C@H]2[C@@H](CO)O1)NCCN1CCCCC1 the results were BL2 CD40 inh -12[25 µM].

Screening results deposited in PubChem BioAssay by Broad Institute.
